From PubChem
FXIIa inh = human FXIIa protease inhibitors, primary screen, biochemical, single well | Coagulation factor XII (Homo sapiens), P00748 | purified human FXIIa, AMC substrate fluorescence, 2 h | inhibition, % at 10 µM | hit rate 0.2% among 33,000 | AID 701, 2007; in the data active = inhibition above about 30%;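 also: 0% = enzyme with vehicle only and 100% = no enzyme blank; many of its hits are not listed in these tables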
FXIa inh = human FXIa protease inhibitors, primary screen, biochemical, single compound per well; Coagulation factor XI (Homo sapiens), P03951; inhibition, % at 10 µM; purified human FXIa, fluorogenic AMC substrate cleavage; hit rate 0.3% among 33,000;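 active = inhibition above 40% in the primary screen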;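 also: 0% = enzyme without compound and 100% = blank wells lacking enzyme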
Target sequence (P03951 19-387 limits assumed): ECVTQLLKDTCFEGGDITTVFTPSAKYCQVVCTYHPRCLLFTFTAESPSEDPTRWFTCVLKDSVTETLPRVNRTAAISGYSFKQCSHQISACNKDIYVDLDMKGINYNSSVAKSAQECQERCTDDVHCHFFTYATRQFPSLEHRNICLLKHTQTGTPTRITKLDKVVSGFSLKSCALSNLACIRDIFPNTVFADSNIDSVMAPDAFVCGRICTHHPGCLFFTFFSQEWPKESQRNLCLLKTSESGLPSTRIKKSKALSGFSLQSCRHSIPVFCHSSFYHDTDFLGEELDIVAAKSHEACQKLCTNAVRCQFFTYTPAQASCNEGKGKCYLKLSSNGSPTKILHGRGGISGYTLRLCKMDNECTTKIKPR
Target sequence (P03951 388-625 limits assumed): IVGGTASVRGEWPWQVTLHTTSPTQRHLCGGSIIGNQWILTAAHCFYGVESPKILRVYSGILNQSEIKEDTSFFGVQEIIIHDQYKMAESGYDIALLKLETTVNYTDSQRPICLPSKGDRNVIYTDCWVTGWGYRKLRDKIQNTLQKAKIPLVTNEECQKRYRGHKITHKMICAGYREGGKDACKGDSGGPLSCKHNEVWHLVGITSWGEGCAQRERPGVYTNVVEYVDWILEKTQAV
An asterisk follows results filed as active; & = joins results of further samples.

Under each structure – FXIIa inh	FXIa inh
> O=C1NCCCC1C(=O)N1CCN(C(=O)C2CCCNC2=O)CC1 (stereo not given)
 : 4	5
> Clc1ccc2oc(-c3ccccc3)nc2c1
 : 6	1
> CCOc1ccc(Oc2nc(NCC(C)C)nc(N(C)C)n2)nn1
 : 5	-5
> O=C(Nc1cccc(O)c1)N1CCOCC1
 : 9	0
> CC(=O)Nc1ccc(S(=O)(=O)NC2(C(F)(F)F)NC(=O)N(C3CCCC3)C2=O)cc1 (stereo not given)
 : 16	2
> O=C(NCc1ccco1)c1sc2cc(Cl)ccc2c1Cl
 : 7	0
> Cc1noc(C)c1S(=O)(=O)N1CCC(C(=O)N2CCN(c3ccc(F)cc3)CC2)CC1
 : 3	2
> Fc1ccc(CO/N=C/C2=C(Cl)c3ccccc3CC2)cc1
 : -12	-13
> CC(C)CC(=O)Nc1ccccc1Oc1ccccc1
 : 2	9
> CCOc1ccc(N2CC(C(=O)N3CCc4ccccc4C3)CC2=O)cc1 (stereo not given)
 : -14	26
> CCc1nc2scc(-c3cccs3)c2c(=O)o1
 : 3	1
> COc1cc(CNc2ccc3[nH]c(=O)[nH]c3c2)cc(Br)c1OCC(=O)NC(C)(C)C
 : 3	2
> CC(=O)C1=C(O)C(=O)N(CCCCCC(=O)O)C1c1ccc(N(C)C)cc1 (stereo not given)
 : -12	1
> O=C1CC(C(=O)Nc2ccc(C(=O)O)cc2)C(c2ccccc2)O1 (stereo not given)
 : 5	-12
> COc1ccc2c(c1OC)C(C1c3c(cc4c(c3OC)OCO4)CCN1C)OC2=O (stereo not given)
 : -10	0
> COc1ccc(N2CCN(c3nc(NCCc4ccc(OC)c(OC)c4)nc(OC)n3)CC2)cc1
 : -3	-2
> O=C(Nc1ccccc1)C(Cc1cccs1)c1nn[nH]n1 (stereo not given)
 : -3	-6
> CCOC(=O)N1CCC(c2cc(=O)n3[nH]ccc3n2)CC1
 : 0	2
> Nc1cc(N)nc(SCc2cccnc2)n1
 : 5	-2
> CCNc1nc(NCC)nc(SCCOC(=O)c2ccccc2)n1
 : 1	-5
> Oc1ccc(C(=S)N2CCCCC2)cc1
 : 2	-5
> COc1cc(Cl)c(S(=O)(=O)NCc2ccccn2)cc1Cl
 : 10	6
> CCOC(=O)c1sc(NC(=O)CSc2nc(C)cc(C)n2)c(C#N)c1C
 : 7	3
> Cc1ccccc1-c1noc(C2CCCCC2)n1
 : 7	38
> O=C(COc1ccc2c(c1)OCO2)Nc1ccc2c(c1)oc1ccccc12
 : 5	4
> CCOc1ccc(/C(O)=C2\C(=O)C(=O)N(CCOCCO)C2c2ccccc2OC)cc1 (stereo not given)
 : 9	-4
> COc1ccc(/C(C)=N/NC(=O)c2nc(C)cc(C)n2)cc1
 : 4	-6
> CCCNc1cc(=O)n(C)c(=O)n1C
 : -4	-4
> Cc1cccnc1NC(=O)C(C)Oc1ccccc1 (stereo not given)
 : -16	4
> CCC(C)NC(=O)c1cnn2c1NC(c1cccs1)CC2C(F)(F)F (stereo not given)
 : 2	-7

Other structures.
Under each structure – FXIIa inh	FXIa inh
> Clc1cc2nc3ccccn3c2cc1Cl
 : -4	-9
> O=c1ccc(Br)c[nH]1
 : 3	-8
> O=C(NCc1ccco1)c1ccc(CN2CCOCC2)cc1
 : -20	2
> COCC(C)n1c(C)cc(C(=O)COC(=O)c2n[nH]c3ccccc23)c1C (stereo not given)
 : 4	4
> c1ccc(CSc2nnc(-c3c[nH]c4ccccc34)o2)cc1
 : 7	6
> Cc1c2c(n3c(nc4ccccc43)c1C#N)N(Cc1ccccn1)CC2
 : -1	-3
> Cc1ccc(C(=O)N/N=C/c2ccc([N+](=O)[O-])s2)cc1
 : 8	6
> CCN(C(=O)c1cc2cc(OC)ccc2oc1=O)c1cccc(C)c1
 : 8	9
> CC1(C)CC(=O)c2c(O)cc(OCc3ccc(Br)cc3)cc2O1
 : 1	-12
> CN1C(=O)CC(N2CCN(c3ccccc3)CC2)C1=O (stereo not given)
 : 7	-3
> CC(C)CN1C(=S)SC(C)(C)C1n1oc(=O)n(-c2ccc(Cl)cc2)c1=O (stereo not given)
 : 13	-2
> Cc1ccc(-c2csc(NC(=O)COC(=O)c3cccc(S(=O)(=O)N4CCOCC4)c3)n2)cc1
 : -3	-6
> CCC1Oc2ccc(C)cc2N(CC(=O)N(Cc2ccc(C)o2)C2CCCC2)C1=O (stereo not given)
 : 6	-1
> COc1ccc(CN(Cc2ccc(OC)cc2)S(=O)(=O)c2ccc(-n3cnnn3)c(C)c2)cc1
 : 8	1
> CC1CC(=O)C2=C(C1)Nc1ccccc1N=C2 (stereo not given)
 : -11	28
> COc1ccc2c(c1OC)C(=O)N1C2SC[C@H]1C(=O)NC1CC(C)(C)NC(C)(C)C1 (stereo not given in full)
 : 5	8
> Cc1ccc(CN2CCN(CC(=O)NCCCN3CCN(c4ccc(F)cc4)CC3)C2=O)cc1
 : 6	2
> CCN(CC(=O)Nc1ccc(S(N)(=O)=O)cc1)S(=O)(=O)c1cc(C)ccc1OC
 : 2	-56
> N#CCCn1cc(/C=N/O)c(-c2ccccc2)n1
 : 4	9
> CCCCN(C(=O)Nc1ccc(OCC)cc1)C1CCN(C(C)=O)CC1
 : 8	3
> Cc1ccc(S(=O)(=O)/C(C#N)=C/c2c(N3CC(C)OC(C)C3)nc3ccccn3c2=O)cc1 (stereo not given)
 : 5	10
> CCOC(=O)C1=C(O)/C(=C/c2ccc(CNC(=O)C(=O)Nc3ccc(C)cc3)o2)N=C1C
 : 8	2
> Cn1cnnc1SCC(=O)Nc1ccc2nc(SCc3ccccc3)sc2c1
 : 6	-3
> O=C(O)c1cccnc1NC1CCCC1
 : -5	-3
> O=C(CCc1ccccc1)NC(NC(=S)Nc1cccc(Cl)c1)C(Cl)(Cl)Cl (stereo not given)
 : 0	5
> O=C(NC1CCCCC1)C(c1ccc(O)cc1)N(CC1CCCO1)C(=O)C1COc2ccccc2O1 (stereo not given)
 : -1	5
> CCN(CC)S(=O)(=O)c1ccc2oc(C(=O)NCc3ccc(C)cc3)c(C)c2c1
 : 8	-9
> c1ccc(-c2nc(NCc3ccco3)c3oc4ccccc4c3n2)cc1
 : -14	30
> CC(C)C(NC(=O)c1ccc(C(C)(C)C)cc1)C(=O)NC1=NCCS1 (stereo not given)
 : 11	-2
> Cc1ccc(C2CC(=O)c3cnc(N4CCc5ccccc5C4)nc3C2)cc1 (stereo not given)
 : 6	3

Compounds above with a cyano group (4):
Under each structure – FXIIa inh	FXIa inh
> CCOC(=O)c1sc(NC(=O)CSc2nc(C)cc(C)n2)c(C#N)c1C
 : 7	3
> Cc1c2c(n3c(nc4ccccc43)c1C#N)N(Cc1ccccn1)CC2
 : -1	-3
> N#CCCn1cc(/C=N/O)c(-c2ccccc2)n1
 : 4	9
> Cc1ccc(S(=O)(=O)/C(C#N)=C/c2c(N3CC(C)OC(C)C3)nc3ccccn3c2=O)cc1 (stereo not given)
 : 5	10

(list continues)
compound | FXIIa inh | FXIa inh
CC1CN(c2cc3nccnc3cc2F)CC(C)O1 (stereo not given) | 0 | -6
O=C(O)CSc1cnc2ccccc2n1 | 4 | 6
CC(C)N=Cc1c(O)[nH]c2ccccc12 | -7 | 30
Cc1cc(=O)[nH]c(SCC(=O)Nc2ccc(Br)cc2)c1C#N | -6 | -1
O=C(Nc1nc2ccc(S(=O)(=O)N3CCCC3)cc2s1)C1CCCO1 (stereo not given) | 5 | -8
O=C1COc2ccccc2CN1 | 8 | 0
CC1CCc2nc(NC(=O)CCSc3ccccc3)sc2C1 (stereo not given) | 6 | 9
CNC(=O)c1cc2c(=O)n3cc(C)ccc3nc2n(C(C)C)c1=N | -46 | -18
O=C(Nc1ccc2c(c1)OCO2)c1nn(-c2ccccc2)c(=O)c2ccccc12 | 3 | 4
CCOC(=O)CC(=O)CSc1nc(C)nc2c1oc1ccccc12 | -11 | 0
COc1cccc(-c2cc(C(=O)NCCc3ccccc3)no2)c1 | 6 | 5
CCCCNC1CCS(=O)(=O)C1 (stereo not given) | 1 | -1
O=C(NCC1CCN(c2ccc(S(=O)(=O)N3CCOCC3)cc2)CC1)c1ccc(Cl)cc1 | -7 | 16
Cn1nnc2cc(C(=O)N3CCCCCC3)ccc21 | -14 | 1
COc1cccc(CNC(=O)C2(C)Oc3ccccc3NC2=O)c1 (stereo not given) | 2 | 1
O=C(c1ccccc1)N1CCC(c2nc(-c3ccc(S(=O)(=O)N4CCOCC4)cc3)no2)CC1 | 6 | -3
O=C(COC(=O)c1ccc(Sc2ccccc2)c([N+](=O)[O-])c1)NC1CCCc2ccccc21 (stereo not given) | 8 | 1
CCN(CCO)c1ncnc2c1sc1nc(CC(C)C)c3c(c12)CC(C)(C)OC3 | 4 | -12
COC(=O)c1nn(-c2ccc3c(c2)CCN3C(C)=O)cc1O | 4 | -2
Cc1nc2ccccc2n1C1CC(=O)N(Cc2ccccc2)C1=O (stereo not given) | 4 | 10

Additional entries
compound | FXIIa inh | FXIa inh
Cc1nc(N)sc1N=Nc1ccc(Br)cc1 | 6 | -1
Cc1cc(SCC(=O)N/N=C/c2ccc(O)cc2O)c(C)cc1Br | 3 | 3
O=C1CC(NCc2cccs2)C(=O)N1c1ccc(Cl)cc1 (stereo not given) | 5 | 0
N/C(=N\OS(=O)(=O)c1cc(Cl)ccc1Cl)c1ccncc1 | -2 | 2
C=CCOC(=O)C1=C(C)NC(SCC(=O)Nc2ccccc2)=C(C#N)C1c1ccco1 (stereo not given) | 8 | -3
COc1ccc(CNC(=O)C2CCC(CNS(=O)(=O)c3cccc4nsnc34)CC2)cc1 (stereo not given) | 4 | 5
CCCC(=O)Nc1ccccc1NC(=O)CCC | 6 | 5
COc1ccccc1C(=O)Nc1cc2cc(Cl)ccc2oc1=O | -17 | 28
CCOc1ccc(Br)cc1S(=O)(=O)N1CCCC1 | 8 | -2
COC(=O)c1ccc(CSc2nc3ccccc3c(=O)n2CC(C)C)o1 | -2 | -10
CCCOc1ccc(C2C(=O)N(C3CCCCCC3)CC(=O)N2Cc2ccco2)cc1OC (stereo not given) | -15 | 27
CC(/C=N/NC(=O)c1ccc(Br)cc1)=C\c1ccccc1 | 12 | -8
CC1=C(C)CS(=O)N(S(=O)(=O)c2ccccc2)C1 (stereo not given) | -14 | 26
CCN1/C(=C/c2ccc3ccccc3[n+]2CC)C=Cc2ccccc21 | 15 | 2
O=C1C2CC=C(Cl)CC2C(=O)N1CCN1CCOCC1 (stereo not given) | 0 | -2
Cc1cc(=O)[nH]c(SCCCOc2ccc(F)cc2)n1 | 3 | -11
COc1ccccc1OCC(=O)O | 7&3 | 8&1
CCCc1c(C)c2c(C)[nH]nc2oc1=O | 5 | 6
COc1ccc(S(=O)(=O)N2CCN(c3ncnc4c(-c5ccccc5)nsc34)CC2)cc1 | 3 | -2
CCCCN(NC(C)=O)c1nc(Cl)nc(NC(C)C)n1 | 7 | 7

New compounds follow.
compound | FXIIa inh | FXIa inh
CCN(CC)C(=O)CC1(c2ccccc2OC)CCOC(C(C)C)C1 (stereo not given) | -14 | 26
Cc1cc(C)cc(NS(=O)(=O)c2ccc3oc(=O)ccc3c2)c1 | 13 | -4
CCOC(=O)CSc1nnc(-c2cccnc2)o1 | 2 | 5
COCCN(C(=O)CNC(=O)c1ccco1)C(C(=O)NC1CCCCC1)c1cccs1 (stereo not given) | 9 | -4
CCCCc1nc2n[nH]c(N)c2c2c1CCCC2 | 9 | -2
COc1cc(-c2nnc(COc3ccc(Cl)cc3C)o2)cc(OC)c1OC | 2 | -1
COc1ccc(NC(=O)CSc2nnc(-c3ccc(C)cc3)n2N)cc1 | 13 | 1
O=C(Oc1ccc2c(=O)c(Cl)coc2c1)c1cccnc1 | 29 | 59*
O=C1CN(c2nnnn2-c2ccccc2)CCN1 | 1 | -5
CCCc1nc2oc(C(=O)c3ccccc3)c(N)c2c2c1COC(C)(C)C2 | -3 | -3
CCOc1ccc(S(=O)(=O)N(C)c2ccc(OCC(=O)N3CCOCC3)cc2)cc1 | -12 | 24
COc1cccc(NC(=O)C2CCN(Cc3cnn(-c4ccccc4)c3-n3cccc3)CC2)c1 | 5 | 9
CC[C@]1(O)CC2CN(CCc3c([nH]c4ccccc34)[C@@](C(=O)OC)(c3cc4c(cc3OC)N(C=O)[C@H]3[C@@](O)(C(=O)OC)[C@H](OC(C)=O)[C@]5(CC)C=CCN6CC[C@]43[C@@H]65)C2)C1 (stereo not given in full) | 0 | 6
CC(C)(C)c1cc(NC(=O)C2CCCO2)no1 (stereo not given) | 1 | 0
O=C(NCc1nnc(SCC(=O)N2CCCCCC2)o1)c1ccco1 | 9 | 5
CN1CCN(Cc2c(C#N)c3ccccc3n2C)CC1 | -16 | -7
O=C(c1ccco1)N1CCN(C(c2ccccc2)c2nnnn2C2CCCC2)CC1 (stereo not given) | 1 | -4
Cc1ccc(CCNS(=O)(=O)c2ccc(C)cc2)cc1 | 3 | -5
COc1ccc(CCN(C)CCCC(C#N)(c2cc(OC)c(OC)c(OC)c2)C(C)C)cc1OC (stereo not given) | -1 | 2
COc1cc2c(cc1OC)CN(Cc1ccc(C)s1)CC2 | 1 | 0

3 records drawn at random from the list so far, as already listed:
compound | FXIIa inh | FXIa inh
COc1ccc(NC(=O)CSc2nnc(-c3ccc(C)cc3)n2N)cc1 | 13 | 1
CC(=O)C1=C(O)C(=O)N(CCCCCC(=O)O)C1c1ccc(N(C)C)cc1 (stereo not given) | -12 | 1
CCOC(=O)c1sc(NC(=O)CSc2nc(C)cc(C)n2)c(C#N)c1C | 7 | 3

Next compounds.
compound | FXIIa inh | FXIa inh
Cc1nc2c(-c3ccccc3)c(C)nn2c(C)c1CCC(=O)N1CCOCC1 | 0 | 0
CCOc1ccc(S(=O)(=O)Nc2ccccc2C(=O)NCc2ccco2)cc1 | -12 | 1
CCOC(=O)c1cc2ccccc2n1CCN(CC)CC | 8 | 2
COc1ccccc1-n1c(CNC(=O)COc2ccccc2)n[nH]c1=S | 3 | 0
CCOC(=O)C1=C(c2ccccc2)Nc2ncnn2C1c1cccc(OC)c1OC (stereo not given) | 12 | -3
COc1ccc(C2SCC(=O)N2CCCN(C)C)cc1 (stereo not given) | -8 | 19

This is a subset; rates above refer to the full screens.
